High-throughput results: PubChem BioAssay, National Center for Advancing Translational Sciences (NCATS)
GAA glycogen – qHTS Assay for Inhibitors and Activators of Human alpha-Glucosidase Cleavage of Glycogen | recombinant GAA, glycogen substrate, Amplex Red glucose oxidase fluorescence | Lysosomal alpha-glucosidase (Homo sapiens), P10253 | AID 2100, 2009 | Potency, µM (titrated, usually from 76.4 µM), without a hit: top-dose activity change, negative = inhibition, hits mostly inhibitors | hit rate 0.38% among 300,000; active = well fitted inhibition curve with a large enough effect; inconclusive = small, poorly fitted or top-dose-only effect, or another doubt; inactive = no such curve, though single readings can be large or run the other way;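 note: 0% = full enzyme reaction and -100% = no-enzyme basal signal; the screen sought inhibitors and activators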
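Recombinant human alpha-glucosidase (4 nM final) hydrolysed bovine liver glycogen (30 ug) for 40 min at 37 C in pH 5.0 citrate/phosphate with 0.01% Tween-20. Released glucose detected by glucose oxidase/Amplex Red, Ex 573/Em 610 nm. Compounds up to 77 uM; AC50 from Hill fits.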
Numbers without * were called inactive; [ ] = dose if it differs, or a comment. Potency is the fitted concentration of half-maximal effect.

CCCCN(C(=O)CCCc1nc2ccccc2s1)c1c(N)n(CCCC)c(=O)[nH]c1=O was read as GAA glycogen -4.4%[76.3 µM].
For COc1ccc(/C(C)=N/N2C(C)CCCC2C)c(OC)c1 (stereo not given) the results were GAA glycogen 2.4%.
Screening O=C(Nc1ccccc1Oc1ccsc1C(=O)O)c1ccccc1 returned GAA glycogen -1.2%.
`COCCn1cc(C(=O)NCCCOC(C)C)c2c3ccccc3n(C)c2c1=O` gave GAA glycogen 1.6%.
Cc1ccc(C)c(N2CCN(S(=O)(=O)c3ccc4c(c3)NC(=O)CO4)CC2)c1 was read as GAA glycogen inconclusive.
Screening CCOc1ccc(NC(=O)Cc2coc3ccc(C)cc23)cc1 returned GAA glycogen -1.0%[76.3 µM].
O=C(NCC1CCCO1)C1CCN(S(=O)(=O)c2ccc(Br)cc2)CC1 (stereo not given) was read as GAA glycogen -10.5%[76.3 µM].
Screening COc1ccccc1-c1noc(CCCC(=O)NCc2ccco2)n1 returned GAA glycogen 13.4%[76.3 µM].
`Nc1c(C(=O)N2CCOCC2)sc2nc3c(cc12)CCCC3` gave GAA glycogen -0.2%[76.3 µM].
Screening O=C(NCc1ccccc1)C1CCN(c2nc(-c3ccccc3)nc3c2CCC3)CC1 returned GAA glycogen -15.9%[76.3 µM].
Screening COc1ccc(/C=C/C(=O)NC(=S)Nc2ccc(S(=O)(=O)N=C(N)N)cc2)cc1OC returned GAA glycogen 2.1%.
For CCN(CC)CCC#CC1(O)c2ccccc2-c2ccccc21 the results were GAA glycogen -2.6%[76.3 µM].
CNC(=O)c1ccc(Nc2nnc(-c3ccc(C)c(S(=O)(=O)NC(C)(C)C)c3)c3ccccc23)cc1 was read as GAA glycogen 9.5%[76.3 µM].
Screening O=C(c1ccccc1F)N(Cc1cccs1)C1CCS(=O)(=O)C1 (stereo not given) returned GAA glycogen -14.3%.
`CCc1nn(CC(=O)NC(C)c2ccccc2)c(=O)c2cc3sccc3n12` (stereo not given) gave GAA glycogen -7.4%[76.3 µM].
Screening COc1ccc(C)cc1Nc1nc(C)nc2c1oc1ccccc12 returned GAA glycogen -4.7%.
CC1=C(c2cccc(Cl)c2)S(=O)(=O)NC1=NCc1ccccc1C was read as GAA glycogen -4.9%[76.3 µM].
For Cn1c(Nc2ccccc2)cc(=O)n(C)c1=O the results were GAA glycogen -6.4%.
For COc1ccc(C(=O)COC(=O)CCCC(=O)Nc2cc(C(F)(F)F)ccc2Cl)cc1 the results were GAA glycogen -2.8%[76.3 µM].
CCCc1cc(C(=O)Nc2ccc(F)c(Cl)c2)no1 was read as GAA glycogen 3.9%[76.3 µM].
CCn1c(=O)n(CC)c2cc(N3CCCC3)c(NC(=O)c3cccc(OC)c3)cc21 was read as GAA glycogen 0.9%[76.3 µM].
Cc1ccccc1-n1c(SCC(=O)NCC2CCCO2)nc2c([nH]c3ccccc32)c1=O (stereo not given) was read as GAA glycogen 5.1%[76.3 µM].
`CCCCN(C)CCCNC(=O)CN1C(=O)COc2ccc(S(=O)(=O)N3CCOCC3)cc21` gave GAA glycogen -16.5%[76.3 µM].
O=C(NNC(=S)Nc1ccccc1Cl)c1ccccc1Cl was read as GAA glycogen -5.8%[76.3 µM].
O=c1ccc2c([nH]1)CCCCCCCCCC2 was read as GAA glycogen 10.2%[76.3 µM].
`C=CCOc1ccc(C2C(C#N)=C(N)N(N(C)C)C3=C2C(=O)CCC3)cc1` (stereo not given) gave GAA glycogen inconclusive.
For Cc1onc(-c2c(Cl)cccc2Cl)c1C(=O)N1CCN(c2ccc(F)cc2)CC1 the results were GAA glycogen 4.3%[76.3 µM].
For Cc1ccc(C)c(N2CCN(C(=O)CCC(=O)Nc3ccc4nc(N5CCCCC5)cc(C)c4c3)CC2)c1 the results were GAA glycogen -27.8%[76.3 µM].
O=C(Nc1nc2n(n1)C(c1ccc(F)cc1)C=C(c1ccccc1)N2)c1ccco1 (stereo not given) was read as GAA glycogen -3.7%[76.3 µM].
`COc1ccccc1CCNC(=O)C1CCN(c2nnc(-n3cccc3CNc3ccc(C)cc3)s2)CC1` gave GAA glycogen -20.9%[76.3 µM].
`O=C(NCCO)/C(=C\c1ccco1)NC(=O)c1ccco1` gave GAA glycogen -0.7%[76.3 µM].
CC(C)c1ccc(NC2CCCN(C(=O)CN3C(=O)CSC3=O)C2)cc1 (stereo not given) was read as GAA glycogen 4.1%[76.3 µM].
`Cc1ccccc1N1CC(C(=O)N2CC(C)OC(C)C2)CC1=O` (stereo not given) gave GAA glycogen 2.1%.
Screening CCC(C)NC(=O)c1ccc2c(c1)N=C(C)c1cc(C)ccc1S2 (stereo not given) returned GAA glycogen -5.6%[76.3 µM].
Screening Cc1ccc(CNC(=O)CCn2cc(-c3ccc(C)cc3)nc2-c2ccncc2)cc1 returned GAA glycogen -0.9%[76.3 µM].
Screening CC(=O)Nc1ccc(S(=O)(=O)N2CCN(C(=O)N3CCCCC3)CC2)cc1 returned GAA glycogen 11.9%[76.3 µM].
For Cc1cc(C)n(-c2ccc(NC(=O)C3CCN(Cc4cnc(C)s4)CC3)cc2)n1 the results were GAA glycogen 0.7%[76.3 µM].
O=C(CCS(=O)(=O)c1ccc(Br)s1)Nc1c(F)cccc1F was read as GAA glycogen 3.3%[76.3 µM].
Screening CCCc1cc(C(=O)N2CCC(n3nccc3NC(=O)c3ccc(OC)cc3)CC2)no1 returned GAA glycogen -13.4%[76.3 µM].
For CCOc1ccc(NC(=O)c2ccccc2C(=O)c2ccccc2)cc1OCC the results were GAA glycogen -1.3%[76.3 µM].
Screening COc1ccccc1N1CCN(/N=C/c2ccc([N+](=O)[O-])cc2)CC1 returned GAA glycogen 1.3%[76.3 µM].
Screening Cc1cc(Sc2ccc(Cl)cc2)nc2ccccc12 returned GAA glycogen -14.0%[76.3 µM].
`COc1ccc(S(=O)(=O)N2CCCN(CC(=O)Nc3ccc(OC)cc3OC)CC2)cc1` gave GAA glycogen 8.7%[76.3 µM].
For COc1ccc(CSc2nnc(-c3ccncc3)n2C)cc1F the results were GAA glycogen -5.0%.
Screening CC(=O)C1=C(O)C(=O)N(c2ccc(Br)cc2)C1c1ccc(Cl)cc1 (stereo not given) returned GAA glycogen -1.6%[76.3 µM].
O=C(c1cccc(F)c1)N1CCCC(C(=O)N2CCCCCC2)C1 (stereo not given) was read as GAA glycogen 6.4%.
C/C(=C\c1ccc(Cl)cc1)C(=O)c1c(C)cc(C)[nH]c1=O was read as GAA glycogen 12.6%[76.3 µM].
CN(Cc1ccco1)C(=O)CCc1nc2sc3c(c2c(=O)[nH]1)CCCC3 was read as GAA glycogen -1.5%[76.3 µM].
For O=C1CC(c2ccccc2)Cc2[nH]c(=O)c(-c3nc(-c4ccc(F)cc4)cs3)cc21 (stereo not given) the results were GAA glycogen -6.4%[76.3 µM].
C=CCNC(=O)c1ccc2c(c1)N(CC)C(=O)c1ccccc1S2 was read as GAA glycogen -4.4%.
For Cc1ccn2c(=O)c(C(=O)NCc3ccccc3Cl)c(O)nc2c1 the results were GAA glycogen -2.1%[76.3 µM].
`Cc1ccc(NC(=O)C2CC(O)CN2C(=O)Oc2ccccc2)c(C)c1` (stereo not given) gave GAA glycogen -0.2%.
Screening CC(C(=O)NCCc1ccc(S(N)(=O)=O)cc1)N1C(=O)CC(C)(C)Sc2ccccc21 (stereo not given) returned GAA glycogen 4.4%.
Screening COCCn1nnnc1C(c1ccccc1)N1CCN(C(=O)c2ccco2)CC1 (stereo not given) returned GAA glycogen -1.1%.
For O=C(CCc1ccccc1)NNC(=O)COc1ccc(Br)cc1 the results were GAA glycogen -3.6%.
CCn1c(SCC(=O)Nc2ccc(NC(C)=O)cc2)nc2c1c(=O)n(C)c(=O)n2C was read as GAA glycogen 1.5%.
Screening C/C(=N\NC(=O)c1cc(C)[nH]n1)c1ccc(-c2ccccc2)cc1 returned GAA glycogen -23.1%.
For COc1ccc(S(=O)(=O)N2CCCOC2CNC(=O)C(=O)NCCc2ccco2)cc1 (stereo not given) the results were GAA glycogen 8.3%[76.3 µM].
Screening COc1ccc(N(CC(=O)NC2CCCCC2)C(=O)CNC(=O)c2cccs2)cc1 returned GAA glycogen -4.8%.
`COc1ccccc1Nc1c2c(nc3ccc(NC(=O)c4ccccc4F)cc13)CCCC2` gave GAA glycogen -10.1%[76.3 µM].
Screening Cc1ccc2occ(CC(=O)N(Cc3ccc(Cl)cc3)C3CCS(=O)(=O)C3)c2c1 (stereo not given) returned GAA glycogen -8.4%[76.3 µM].
Screening CCOc1ccccc1-n1nnc(S(=O)(=O)c2ccc(C)cc2)c1N returned GAA glycogen -7.5%[76.3 µM].
`CCc1nnc(NC(=O)CSCc2cc(=O)n3ccsc3n2)s1` gave GAA glycogen 3.0%[76.3 µM].
For N#Cc1ccc(Cl)cc1NC(=O)CNCc1cccs1 the results were GAA glycogen -0.5%.
For CCc1ccc(S(=O)(=O)N(C(=O)c2ccncc2)c2ccc3oc(C)c(C(=O)OC)c3c2)cc1 the results were GAA glycogen 5.3%[76.3 µM].
Screening CCOc1ccccc1NC(=O)NC1(C(=O)NCc2cccnc2)CCCCC1 returned GAA glycogen 11.4%[76.3 µM].
Screening COC(=O)c1cc(OC)c(OC)cc1NC(=S)NC(=O)c1ccco1 returned GAA glycogen 3.0%[76.3 µM].
`CCOC(CNC(=O)C(=O)NCC(c1ccco1)N1CCN(c2ccc(OC)cc2)CC1)OCC` (stereo not given) gave GAA glycogen -13.0%[76.3 µM].
`Cc1ccccc1C(=O)c1cn[nH]c1-c1ccccc1O` gave GAA glycogen 10.5%.
For COc1cc(OC)c(C2C=C(C(=O)O)Nc3ncnn32)cc1OC (stereo not given) the results were GAA glycogen 11.3%[76.3 µM].

3 consecutive entries from above, for reference:
`CCOC(CNC(=O)C(=O)NCC(c1ccco1)N1CCN(c2ccc(OC)cc2)CC1)OCC` (stereo not given) gave GAA glycogen -13.0%[76.3 µM].
`Cc1ccccc1C(=O)c1cn[nH]c1-c1ccccc1O` gave GAA glycogen 10.5%.
For COc1cc(OC)c(C2C=C(C(=O)O)Nc3ncnn32)cc1OC (stereo not given) the results were GAA glycogen 11.3%[76.3 µM].

The list continues.
For COc1ccc(NC(=O)C(=O)NNC(=O)COc2ccc(Cl)cc2)c(OC)c1 the results were GAA glycogen 3.0%[76.3 µM].
Screening Cc1ccccc1C(OCC(O)CN1CCN(CCO)CC1)c1ccccc1 (stereo not given) returned GAA glycogen -12.3%.
For COCCNC(=O)CCC1CCN(Cc2cccc(-c3ccc(C)o3)c2)CC1 the results were GAA glycogen 1.6%[76.3 µM].
Screening Cc1cc(C)c2nc(SCC(=O)Nc3cc(C)on3)c(C)cc2c1 returned GAA glycogen 3.9%.
CCN(CC)C(CNC(=O)c1cc(=O)[nH]c2ccccc12)c1ccccc1Cl (stereo not given) was read as GAA glycogen 1.9%.
Cc1ccccc1NC(=O)c1c(C)oc2ccc(O)c(CN3CCCC(C)C3)c12 (stereo not given) was read as GAA glycogen -2.2%[76.3 µM].
COc1cc(C(=O)Nc2ccccc2OCc2cc(=O)n3cc(C)sc3n2)cc(OC)c1OC was read as GAA glycogen -6.1%[76.3 µM].
Screening O=C(CSc1ccc2nc(-c3ccccc3)cn2n1)NCC1CCCO1 (stereo not given) returned GAA glycogen -5.7%[76.3 µM].
For O=C(CC12CC3CC(CC(C3)C1)C2)NCc1ccccc1 the results were GAA glycogen -1.9%.
Screening O=C(NCCc1ccccc1F)C1CCC(=O)N(Cc2ccccc2F)C1 (stereo not given) returned GAA glycogen 0.5%[76.3 µM].
`CCOc1ccc(CCNC(=O)c2cc3c(-c4ccc(OC)c(OC)c4)nn(C)c3s2)cc1OCC` gave GAA glycogen 7.9%[76.3 µM].
Screening COc1ccccc1N1CCN(C(=O)c2oc3ccccc3c2N)CC1 returned GAA glycogen -13.7%[76.3 µM].
`COCCCNC(=S)N(CCCO)Cc1cc2cc3c(cc2[nH]c1=O)OCCO3` gave GAA glycogen 0.4%[76.3 µM].
COc1ccccc1CNc1ccc2c(c1)CCC2 was read as GAA glycogen 13.5%[76.3 µM].
For COc1ccc(/C=C/c2ccc3cccc(O)c3n2)cc1Br the results were GAA glycogen -5.6%.

Among those listed so far, 9 contain a thiophene ring, fused or not:
Screening O=C(Nc1ccccc1Oc1ccsc1C(=O)O)c1ccccc1 returned GAA glycogen -1.2%.
`Nc1c(C(=O)N2CCOCC2)sc2nc3c(cc12)CCCC3` gave GAA glycogen -0.2%[76.3 µM].
Screening O=C(c1ccccc1F)N(Cc1cccs1)C1CCS(=O)(=O)C1 (stereo not given) returned GAA glycogen -14.3%.
`CCc1nn(CC(=O)NC(C)c2ccccc2)c(=O)c2cc3sccc3n12` (stereo not given) gave GAA glycogen -7.4%[76.3 µM].
O=C(CCS(=O)(=O)c1ccc(Br)s1)Nc1c(F)cccc1F was read as GAA glycogen 3.3%[76.3 µM].
CN(Cc1ccco1)C(=O)CCc1nc2sc3c(c2c(=O)[nH]1)CCCC3 was read as GAA glycogen -1.5%[76.3 µM].
Screening COc1ccc(N(CC(=O)NC2CCCCC2)C(=O)CNC(=O)c2cccs2)cc1 returned GAA glycogen -4.8%.
For N#Cc1ccc(Cl)cc1NC(=O)CNCc1cccs1 the results were GAA glycogen -0.5%.
`CCOc1ccc(CCNC(=O)c2cc3c(-c4ccc(OC)c(OC)c4)nn(C)c3s2)cc1OCC` gave GAA glycogen 7.9%[76.3 µM].

The list is partial; count on the stated rates, not on these rows.
